# Screening data as filed in PubChem.
# XBP1 UPR activ: activators of adaptive XBP1 UPR arm, primary screen, cell-based, CHO-XBP1 luciferase reporter, luminescence, uHTS; IRE1-XBP1 UPR activation; percent of tunicamycin response, DMSO as zero; activation, % at 20 µM; hit rate 0.33% among 330,000; AID 463104, 2010;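 active means versus positive control, 20 µM dose yields 30% or more activation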;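 further: 100% = tunicamycin at 10 µg/mL and 0% = DMSO only wells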
#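 Material: CHO-XBP1 cells stably carrying IRE1-XBP1-driven luciferase reporter / Amount: 1000 cells per well / Compound: 20 µM, 1% DMSO / Times: 6 h treatment, 37 °C / Detection: luciferase luminescence / Measure: % activation of reporter signal versus tunicamycin and DMSO controls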
# APJ antagonist: antagonists of human apelin receptor APJ, primary screen, CHO-K1 cells, beta-arrestin complementation, luminescence | P35414 | inhibition, % at 20 µM | hit rate 0.32% among 330,000;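 active means inhibition above about 40% at 20 µM, limit read from the data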;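 further: cells challenged with 10 nM apelin-13 agonist together with compound; plate controls were apelin-13 plus DMSO wells for no effect and DMSO wells lacking apelin-13 for full effect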
# Target sequence (P35414 whole entry, looked up): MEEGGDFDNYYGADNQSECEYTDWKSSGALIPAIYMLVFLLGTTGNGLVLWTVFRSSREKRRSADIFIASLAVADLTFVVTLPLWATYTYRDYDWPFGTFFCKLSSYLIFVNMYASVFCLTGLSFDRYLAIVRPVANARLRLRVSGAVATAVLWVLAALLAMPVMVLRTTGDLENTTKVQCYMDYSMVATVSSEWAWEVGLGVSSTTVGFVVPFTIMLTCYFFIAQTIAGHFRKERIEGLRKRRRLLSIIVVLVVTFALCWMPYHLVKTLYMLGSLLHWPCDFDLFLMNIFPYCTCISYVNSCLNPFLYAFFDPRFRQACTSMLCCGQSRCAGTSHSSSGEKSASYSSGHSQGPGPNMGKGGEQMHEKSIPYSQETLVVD
# TIM10 inh: growth inhibitors of isogenic TIM10 control yeast, primary screen, counter-screen for tim10-1 yeast inhibitor project, luminescence, uHTS; S. cerevisiae TIM10 strain growth, BacTiter-Glo luminescence, 24 h; hit rate 1.4% among 330,000; AID 463195, 2010; inhibition, % at 10 µM;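 active means inhibition of 40% or more at the single tested concentration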;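 further: wild-type TIM10 isogenic control strain grown at permissive 25 °C; 0% = DMSO yeast wells and 100% = minimal medium wells without yeast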
# tim23-1 inh: growth inhibitors of tim23-1 mutant yeast, primary screen, luminescence, uHTS; S. cerevisiae tim23-1 growth, BacTiter-Glo luminescence, 24 h; inhibition, % at 20 µM; hit rate 1.3% among 330,000; AID 463212, 2010;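 active means growth inhibition of the mutant yeast at or above 50%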;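 further: temperature-sensitive mutant grown at 25 °C; plate controls were DMSO-treated mutant yeast for no effect and medium wells lacking yeast for full effect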
# UPR CHOP act: activators of apoptotic CHOP UPR arm, primary screen, cell-based, CHO-CHOP luciferase reporter, luminescence, uHTS | UPR activation; percent of tunicamycin response over DMSO baseline | activation, % at 10 µM | hit rate 0.34% among 330,000 | AID 449763, 2010;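 active means at 10 µM dose, activation of 40% or more, normalized to positive control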;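 further: 100% = tunicamycin at 10 µg/mL and 0% = DMSO alone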
#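 Assay system: CHO cells with stable CHOP pathway luciferase reporter; Buffer or medium: F12 plus 10% serum; Times: 16-18 h cell attachment, then 6 h compound exposure, 37 °C; Signal: luciferase luminescence; Read-out basis: percent activation relative to tunicamycin control; Control set: tunicamycin high control, DMSO low control.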
# tim10-1 inh: growth inhibitors of tim10-1 mutant yeast, primary screen, luminescence, uHTS | S. cerevisiae tim10-1 ts strain growth, BacTiter-Glo, 24 h | inhibition, % at 20 µM | hit rate 2.2% among 330,000 | AID 463190, 2010;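 active means inhibition of at least 40%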;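 further: mutant grown at 25 °C; 0% = DMSO wells with yeast and 100% = wells holding no yeast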
# Mdm2 MdmX PPI: inhibitors of human Mdm2-MdmX association, primary screen, cell-based, luminescence, split luciferase, SaOS-2, uHTS; hit rate 3% among 330,000; SaOS-2 split-luciferase Mdm2/MdmX complementation; inhibition, % at 8 µM;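 active means inhibition of at least 50% at 8 µM in the primary screen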
# APJ agonist: agonists of human apelin receptor APJ, primary screen, CHO-K1 cells, PathHunter beta-arrestin, luminescence | P35414 | 0% DMSO wells, 100% apelin | activation, % at 20 µM | hit rate 0.11% among 330,000 | AID 2520, 2010;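 active means activation more than six SD over the plate average, tested at 20 µM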;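 further: 0% = DMSO alone and 100% = apelin-13 at 10 nM; some results filed as inactive read as strong as hits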
#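 Material: CHO-K1 APJ beta-arrestin complementation cell line; Input: cell density 1000 per well; Incubation: compound stimulation 90 min at 25 °C, detection 60 min; Signal: luminescence from split beta-galactosidase complementation, Galacton Star/Emerald II substrate; Controls: DMSO-only wells as negative, 10 nM Apelin-13 as positive control.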
# CXCR6 block: CXCR6 receptor inhibitors, primary screen, cell-based, beta-arrestin, luminescence, CHO-K1 PathHunter, 1536-well; inhibition, % at 20 µM; hit rate 0.36% among 360,000; C-X-C chemokine receptor type 6 (Homo sapiens), O00574; AID 602244, 2012; in the data active means inhibition above about 34%, passing the limit was not always enough;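 further: antagonist mode with CXCL16 agonist at 10 nM final; 0% = 10 nM CXCL16 with DMSO and 100% = unstimulated wells without agonist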
# Target sequence (O00574 whole entry, looked up): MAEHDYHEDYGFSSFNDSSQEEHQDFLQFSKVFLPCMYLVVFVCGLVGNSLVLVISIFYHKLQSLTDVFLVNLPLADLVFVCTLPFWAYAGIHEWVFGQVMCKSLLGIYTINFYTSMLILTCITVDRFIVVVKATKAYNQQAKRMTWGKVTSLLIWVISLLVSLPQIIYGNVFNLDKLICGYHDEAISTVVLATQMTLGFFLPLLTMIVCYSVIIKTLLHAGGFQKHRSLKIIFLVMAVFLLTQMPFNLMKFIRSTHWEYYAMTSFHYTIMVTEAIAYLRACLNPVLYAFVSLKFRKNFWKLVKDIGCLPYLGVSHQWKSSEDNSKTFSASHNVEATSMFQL
# Active calls of the source: *; nt = no result given. This is a subset; the hit share may differ from the screen's.
no.	Compound	XBP1 UPR activ	APJ antagonist	TIM10 inh	tim23-1 inh	UPR CHOP act	tim10-1 inh	Mdm2 MdmX PPI	APJ agonist	CXCR6 block
1	CC1=C(n2nnc3ccccc32)C(c2ccccc2)C(C#N)=C(N)O1 (stereo not given)	-4	-9	33	38	-1.3	33	23	3	-7
2	CC(C)c1ccc(NC(=O)CSc2nc3ncccc3[nH]2)cc1	-2	-9	4	22	0.7	22	18	1	7
3	Cc1ccc(C)c(NC(=O)Cn2nc(-c3ccccc3)nc2-c2ccccc2)c1	0	15	26	-2	-2.4	26	-5	-4	0
4	Fc1ccc(-n2nnc(-c3ccccc3Br)n2)cc1	-3	12	13	6	-1.2	15	18	0	3
5	COc1ccc(CN2CC(=O)N3[C@H]4c5cc(C)ccc5OC[C@@H]4[C@H](c4ccccc4)[C@]3(C)C2=O)cc1	-4	4	9	17	0.2	14	27	-4	0
6	FC(F)(F)c1cccc(Cc2noc(CN(Cc3ccccn3)CC3CCCO3)n2)c1 (stereo not given)	-1	-9	21	21	-1.3	18	14	-6	4
7	CC1=CC(C)(C)N2C(=O)C(=Nc3ccc(O)cc3)c3cccc1c32	4	10	4	40	-0.8	8	-6	-3	48*
8	O=C(N/N=C\c1ccc(CN(Cc2ccc(Cl)cc2)S(=O)(=O)c2ccccc2)o1)C(=O)Nc1ccc(F)cc1	8	-22	7	21	7.2	15	-6	-1	-6
9	O=C1CCC(C(=O)N2CCN(c3ccc(F)cc3)CC2)CN1CC1CCCCC1 (stereo not given)	-4	2	12	2	1.2	9	3	-1	-1
10	CCN(CC)CCn1c2ccccc2c2cnc(N)c(C#N)c21	-5	21	86*	41	0.2	67*	63*	1	-6
11	CN1CCN(S(=O)(=O)c2ccc(N(C)Cc3cccs3)nc2)CC1	-1	-8	5	11	-1.5	14	-9	0	-5
12	COc1cc(C=NCC2OCCc3ccccc32)cc(OC)c1 (stereo not given)	-1	7	7	2	1.1	9	-5	0	-3
13	OC(CNCc1ccc(Cl)cc1)(c1ccccc1)c1ccc(F)cc1 (stereo not given)	-1	0	14	10	-1.7	18	6	-1	-12
14	O=S(=O)(NCc1ccc(Cl)cc1Cl)c1cccs1	1	6	5	41	3.9	8	0	0	-6
15	Cc1cccc(NC(=O)c2cc(-c3c(C)cc(C)cc3O)n[nH]2)c1	2	2	6	-1	5.1	-10	-12	-2	-6
16	COc1ccc(CCNC(=O)CCN2C(=O)C3CC=CCC3C2=O)cc1OC (stereo not given)	-1	9	-15	-1	1.6	16	1	0	-1
17	Cc1cccc(N(CC(=O)NC2CCCCC2)C(=O)CCCC(=O)Nc2ccccn2)c1C	-4	18	9	14	0.1	-3	-1	-1	2
18	O=C(Nc1nnc(-c2ccccc2)s1)c1ccc(F)cc1	-1	-2	5	-6	5.2	-9	36	-2	4
19	CC(=O)N1CCC(=NNS(=O)(=O)c2ccc(C)c([N+](=O)[O-])c2)CC1	1	10	14	0	0.7	0	16	-5	1
20	CCOc1ccc(S(=O)(=O)N(CC(=O)NCc2cccnc2)c2ccc(C)cc2)cc1	2	11	-7	8	1.3	14	20	1	-6
21	CCOc1ccccc1C(=O)NCc1ccc2c(c1)OCO2	0	12	9	-29	-1.7	9	-8	-3	0
22	CCc1c(C)nc2ncnn2c1Nc1ccc(C)c(C)c1	1	10	10	7	-1.9	11	12	-3	-7
23	CNS(=O)(=O)c1ccc(NC(=O)c2cncc(Br)c2)cc1	-4	2	-9	-4	0.6	4	15	-3	3
24	Cc1nn(CC(=O)Nc2ccc(C(=O)N(C)C)cc2)c(=O)c2ccccc12	-1	-9	1	13	-2.4	18	9	2	-2
25	COc1ccc(CN2CC(C(=O)NCCc3ccc(C)cc3)CC2=O)cc1 (stereo not given)	-1	8	-3	15	-1.3	6	2	-3	-1
26	O=C(OCc1ccc(C(=O)c2ccccc2)cc1)c1cccc(-c2nnc(-c3ccccc3)o2)c1	-4	-3	-1	35	-5.4	3	-13	1	14
27	O=C(NC(=S)NCc1ccco1)c1ccc(Br)cc1	-2	-10	31	56*	3.4	33	17	0	-12
28	COc1ccc([C@H]2CC(=O)C=C(c3cccc(C(C)C)c3)C2)cc1OC	-1	4	17	34	3.2	20	12	0	-6
29	O=C(Nc1cccnc1)c1ccc2c(c1)C(=O)N(CC1CCCO1)C2=O (stereo not given)	2	7	-8	20	0.3	-6	-5	-8	4
30	CC1CCCCC1NS(=O)(=O)c1ccc(S(=O)(=O)NCc2ccncc2)cc1 (stereo not given)	0	4	-17	0	-0.7	2	-2	0	nt
31	CC(Sc1nnc2c(n1)[nH]c1ccccc12)C(=O)NC1CCCCC1 (stereo not given)	-2	-7	-5	10	-1.1	4	4	4	-8
32	Cc1ccc(-n2nc3c(c2NC(=O)c2ccc(Br)o2)CSC3)c(C)c1	-3	29	-6	15	-1.0	30	-19	-1	14
33	COc1ccccc1-c1cc(N)n(S(=O)(=O)c2ccc(F)c(C)c2)n1	-3	11	-4	0	-1.1	10	9	-2	4
34	CCOC(=O)/C(C#N)=N/Nc1ccc(S(=O)(=O)Nc2cc(OC)nc(OC)n2)cc1	5	10	13	13	-1.9	2	-14	-6	6
35	CCOC(=O)c1nc(C)c(C(C)=O)s1	-2	3	11	12	-0.6	-9	0	-2	1
36	COc1cc(SC)ccc1C(=O)N(Cc1ccccc1)c1ccccc1	-4	0	1	25	1.7	27	16	-5	6
37	CCCNC(=O)c1ccccc1SCc1c(C)noc1C	-5	9	9	18	3.6	11	45	-3	4
38	CC(OC(=O)CC1CCCCC1)C(=O)Nc1cccc(C#N)c1 (stereo not given)	1	8	10	23	-1.5	20	5	-2	-10
39	O=S(=O)(NC1CCCCCCC1)c1cccs1	-2	-4	15	39	-0.3	27	5	1	-2
40	OC(CN1CCOCC1)(c1ccccc1)c1ccccn1 (stereo not given)	-3	1	7	19	1.4	22	1	-1	3
41	O=C(NCc1ccco1)C1OCCc2ccccc21 (stereo not given)	-3	5	1	5	-1.7	2	1	1	7
42	COC(=O)[C@]1(Cc2ccccc2)N[C@H](c2ccc(-c3ccc(F)cc3)cc2)[C@@H]2C(=O)N(C)C(=O)[C@@H]21	-1	12	20	33	0.5	29	32	-5	0
43	O=S(=O)(Nc1ccccc1N1CCOCC1)c1cccs1	-2	-7	10	12	1.6	2	12	-3	3
44	CN(C(=O)c1ccc(NC(=O)C2CCN(C(=O)OC(C)(C)C)CC2)cc1)C1CC1	3	-4	2	20	-1.2	3	-30	0	6
45	CCn1cc(S(=O)(=O)Nc2ncccn2)cn1	-3	13	-2	4	-0.2	-3	14	-2	-8
46	CC(C)(C)c1ccc(S(=O)(=O)N2CCN(CC(O)CN3CCOCC3)CC2)cc1 (stereo not given)	-2	6	-12	6	-1.6	0	0	0	2
47	Cc1cc(O)c(C(=O)/C=C/c2ccc(C(C)C)cc2)c(=O)o1	-5	0	31	43	6.9	43*	7	1	3
48	Cc1cccc(C)c1NCC(=O)N1CCN(Cc2ccccc2)CC1	2	16	7	-4	-0.2	10	3	0	4
49	O=C(COC(=O)c1ccc(O)cc1)Nc1ccc(N2CCCCC2)cc1	-3	-9	-13	9	-2.0	19	5	1	-4
50	O=C(Cc1ccccc1F)Nc1cc(S(=O)(=O)N2CCOCC2)ccc1N1CCCC1	0	17	0	1	1.7	7	10	-5	-1

# Next part
no.	Compound	XBP1 UPR activ	APJ antagonist	TIM10 inh	tim23-1 inh	UPR CHOP act	tim10-1 inh	Mdm2 MdmX PPI	APJ agonist	CXCR6 block
51	Cc1cnc(C(=O)OCC(=O)c2ccc(Cl)cc2)cn1	-7	-8	-2	-7	1.0	-21	20	-1	9
52	COc1cc(C(=O)Nc2ccc(S(=O)(=O)Nc3nccc(C)n3)cc2)c([N+](=O)[O-])cc1OC	0	11	-9	16	0.8	7	11	1	3
53	CCc1ccc2ncc(S(=O)(=O)c3ccc(C)c(C)c3)c(N3CCCC3)c2c1	1	-7	27	37	-1.0	37	2	-3	5
54	CCOC(=O)N1CCc2c(sc3c2C(=O)NC(c2ccccc2)N3)C1 (stereo not given)	2	6	3	22	2.4	19	-31	1	2
55	COc1ccc(Cl)cc1S(=O)(=O)N1CCC(C(=O)NCc2ccco2)CC1	-2	-9	1	-2	2.2	10	20	0	3
56	COc1ccc(S(=O)(=O)N2CCCCC2)cc1NS(=O)(=O)c1ccccc1F	10	-7	12	9	-0.1	8	4	-2	1
57	CCCCCN(C(=O)CCC(=O)OCC(=O)c1ccc(F)c(F)c1)c1c(N)n(CCCC)c(=O)[nH]c1=O	-1	26	13	-1	0.7	-10	11	5	2
58	COc1ccc(OC)c(S(=O)(=O)Nc2ccccc2O)c1	3	1	-11	-7	2.1	-20	6	0	-8
59	Cn1cnc(S(=O)(=O)Nc2cc(-c3ccc(Cl)cc3)nn2C)c1	1	-19	-22	13	-0.2	1	-17	6	3
60	CC(C)/C=N/NC(=O)c1cc(Br)ccc1O	-5	3	7	12	0.3	3	-14	-3	1
61	O=C(CN(C1CCCCC1)S(=O)(=O)c1ccc(F)cc1)NCc1ccncc1	-7	9	3	19	-2.7	22	-2	-2	2
62	Cc1ccc(NC2=C(Cl)C(=O)N(C3CCCCC3)C2=O)cc1	2	-11	-2	4	2.1	-1	-12	-3	0
63	O=C(Nc1cc2c3c(c1)CC(=O)N3CCC2)c1ccc(F)cc1	0	14	3	-19	2.1	-9	-5	-4	-7
64	CC(C)c1cc(C(=O)N/N=C/C=C/c2ccccc2)n[nH]1	0	-1	13	14	-1.0	9	-9	4	2
65	CC(C)n1c(SCc2ccccc2F)nc2c1c(=O)n(C)c(=O)n2C	8	-27	-8	16	-2.3	15	14	-3	1
66	O=C(COC(=O)CSc1ccccc1)NNC(=O)c1ccc([N+](=O)[O-])cc1	-2	-11	2	13	1.8	-1	3	13	-3
67	COC(=O)c1cnn(-c2ccc(F)cc2F)c1/C=N/NC(=S)NC(C)(C)C	2	4	18	31	-0.1	-37	-35	1	13
68	O=C(/C=C/c1cccc([N+](=O)[O-])c1)N1CCN(C(=O)c2ccco2)CC1	-1	-19	-8	-5	-0.4	-10	-10	-4	-11

# Arranged by heavy-atom count (highest first): some entries from above
no.	Compound	XBP1 UPR activ	APJ antagonist	TIM10 inh	tim23-1 inh	UPR CHOP act	tim10-1 inh	Mdm2 MdmX PPI	APJ agonist	CXCR6 block
61	O=C(CN(C1CCCCC1)S(=O)(=O)c1ccc(F)cc1)NCc1ccncc1	-7	9	3	19	-2.7	22	-2	-2	2
66	O=C(COC(=O)CSc1ccccc1)NNC(=O)c1ccc([N+](=O)[O-])cc1	-2	-11	2	13	1.8	-1	3	13	-3
68	O=C(/C=C/c1cccc([N+](=O)[O-])c1)N1CCN(C(=O)c2ccco2)CC1	-1	-19	-8	-5	-0.4	-10	-10	-4	-11
